Assay outcomes (PubChem)
F508del corr = CFTR F508del correction in bronchial cells | CFBE cells, YFP halide quenching; stimulated with forskolin plus potentiator P3; % fluorescence drop versus neutral controls | activity (quench increase), % at 7.58 µM | hit rate 0.36% among 350,000;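 active = mean added fluorescence quench of at least 8% versus neutral control, with both replicates also reaching 8%; inconclusive = only one of the mean or replicate conditions met; inactive = mean below 8% and not both replicates reaching 8%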;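 also: cells transiently co-express mutant CFTR-F508del with the halide-sensitive YFP; corrector assay measuring rescue of mutant channel to the surface after 24 h compound exposure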
FN deposition inh = fibronectin deposition inhibition | AH1F fibroblasts, Alexa488-fibronectin deposition fluorescence, overnight | inhibition, % at 12.6 µM | hit rate 0.086% among 350,000 | AID 743247;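 active = mean inhibition across replicates of 30% or more, regardless of how many single replicates reach that level; inconclusive = mean under 30% yet at least half of replicates reach 30%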;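 also: positive control wells lacked labelled fibronectin entirely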
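Measured by – fluorescence 485/525 nm · System – AH1F fibroblast monolayer, labelled fibronectin deposition · Amount – 10000 cells per well · Buffer or medium – serum-reduced DMEM (2% serum) · Doses – single dose, pinned · Also added – fluorescent fibronectin at 24 nM final · Schedule – 1 h cell attachment, overnight exposure to compound and label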
GSIS activator = primary screen for activators of insulin secretion dependent on glucose, INS-1E cells, GLuc reporter luminescence | activation, % at 16.6 µM | INS-1E GLuc reporter insulin secretion, 2-3 h | AID 743287 | hit rate 0.61% among 370,000;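 active = lowest replicate activation of at least 40%, so every replicate reaches that level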;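 also: 0% = median of neutral control wells and 100% = median of IBMX positive control wells; some compounds called inactive have numbers as strong as hits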
miR122 inh = blocks miR-122 activity in Huh7 sensor cells | activation (reporter increase), % at 12.5 µM | AID 602342 | hit rate 0.3% among 340,000 | Huh7 miR-122 Renilla luciferase sensor, 48 h; neutral wells = 0, positive control = 100;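 active = mean replicate activation score at least 90 and every replicate individually at or above 90; inconclusive = only one of the two criteria met; inactive = neither criterion met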;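 also: higher luciferase means less miR-122 activity so hits act as miR-122 inhibitors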
PAX8 inh HTS = inhibitors of PAX8 transcriptional activity in RMG-I cells; RMG-I TPO-luciferase reporter, SteadyGlo, 24 h; inhibition, % at 12.6 µM; hit rate 1.2% among 360,000;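 active = mean replicate inhibition at least 60% with every replicate also reaching 60%; inconclusive = only one of the two criteria is met; inactive = mean below 60% and not all replicates reaching 60%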;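 also: luciferase light reporting Pax8 driven TPO promoter activity; plate controls were median of neutral control wells for no effect and mitoxantrone controls for full effect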
DENV2 CPE rescue = inhibitors of DENV2 cytopathic effect | DENV2-infected cells, cytopathic effect rescue, plate reader | CPE inhibition, % at 9.99 µM | hit rate 1.7% among 350,000 | AID 651640; in the data active = CPE inhibition above about 20%, passing the limit was not always enough; inconclusive = no clear call, values can overlap the other calls; tested in BHK-21 cells;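 also: 0% = median of neutral control wells and 100% = median of positive control wells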
EWS-Fli block = inhibitors of EWS/Fli oncoprotein transcriptional activity | A673 NR0B1-luciferase reporter, viability-normalised | inhibition, % at 12.6 µM | hit rate 0.67% among 350,000 | AID 651661;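 active = mean inhibition of at least 50% after viability correction, with every replicate also passing that limit; inconclusive = mean reaches 50% but only one of two replicates passes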;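 also: firefly luciferase signal divided by Alamar Blue viability fluorescence both relative to DMSO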
An asterisk follows results filed as active; ? = inconclusive; · = not tested or not shown; [ ] = another dose, or the depositor's remark. Outcome played no part in choosing rows; overall some 3.9% were active at least once.

SMILES	F508del corr	FN deposition inh	GSIS activator	miR122 inh	PAX8 inh HTS	DENV2 CPE rescue	EWS-Fli block
Cc1cc(C(=O)Nc2cccc3c2O[C@@H](CN(C)C(=O)Nc2c(C)noc2C)[C@@H](C)CN([C@@H](C)CO)C3=O)n(C)n1	-3.1	-15.0	5.7	-1.9[16.7 µM]	·	-7.4	-10.0
O=C(NCc1ccccc1)c1ccc([N+](=O)[O-])cc1	-1.9	-1.2	-8.9	·	-11.8	0.1	-8.3
O=S(=O)(N[C@@H]1CC[C@H](CCn2cc(Cc3ccccc3)nn2)O[C@H]1CO)c1ccccc1F	-1.2	-6.1	-2.6	·	·	1.1	·
Cc1cc(C)c(C#N)c(SCC(=O)Nc2cc(C)on2)n1	1.7	0.1	10.0	-3.2	-155.0	-0.6	-98.6
C=CCn1c(-c2cccc(S(=O)(=O)N3CCOCC3)c2)n[nH]c1=S	-3.6	-11.7	17.8	4.0	9.3	-4.9	-3.5
Cc1cccnc1NC(=O)c1cccc(S(=O)(=O)N2CCN(c3ccc(F)cc3)CC2)c1	0.0	·	-45.9	-6.6	13.4	-10.2	14.8
Cc1ccc(S(=O)(=O)N(Cc2ccc(Cl)cc2)c2ccccc2C(=O)NCc2cccnc2)cc1	·	-8.8	-28.8	8.2	20.4	0.9	12.2
CC1CC(NC(=O)Cc2ccc(Br)cc2)CC(C)(C)C1 (configuration not stated)	·	-4.3	·	-5.7	6.6	·	·
C[C@H]1CN([C@@H](C)CO)C(=O)c2cccc(NS(=O)(=O)c3ccc(F)cc3)c2O[C@@H]1CN(C)CC1CC1	-0.1	5.5	13.0	-6.5[16.7 µM]	-18.4	-1.1	-4.7
Cc1ccc(Cl)c(OCC(=O)OC(C)C(=O)NC2CC2)c1 (configuration not stated)	-2.2	-3.3	15.6	0.4	-2.0	14.2	-0.3
C[C@@H]1CN([C@@H](C)CO)C(=O)Cc2cc(NS(=O)(=O)c3ccccc3)ccc2O[C@H]1CN(C)Cc1ccc(C(=O)O)cc1	1.2	1.9	20.1	·	-19.4	1.5	·
Cc1ccc(S(=O)(=O)N(C)C[C@H]2OCCCC[C@H](C)Oc3ccc(NC(=O)NC(C)C)cc3C(=O)N([C@@H](C)CO)C[C@@H]2C)cc1	-0.2	13.1	-9.9	3.2[16.7 µM]	-29.8	-1.6	-6.7
Cc1c(NC(=O)c2nn3c(C(F)(F)F)cc(-c4ccccc4)nc3c2Cl)c(=O)n(-c2ccccc2)n1C	·	-6.1	10.9	·	-2.5	·	·
O=C(O)CC1(CC(=O)Nc2cc3ccccc3cn2)CCCCC1	-0.8	-5.2	-3.2	-13.1	0.4	-1.7	-0.9
C[C@@H]1CN([C@@H](C)CO)S(=O)(=O)c2ccc(-c3ccccc3)cc2O[C@H]1CN(C)C(=O)c1ccc2c(c1)OCO2	2.6	·	-43.5	4.5[16.7 µM]	-1.2	2.9	11.0
Fc1ccc(-c2nc3c4ccccc4ccn3c2Cc2ccccc2)cc1	-1.5	-10.6	-1.7	6.3	37.5	-9.6	-4.7
COCCNc1cc(C)nc2c3c(C)cc(C)nc3nn12	·	-6.3	·	0.5	2.7	·	·
C=CCN1C(=O)[C@@]2(O[C@@H](CCn3cc(CCO)nn3)[C@H]([Si](C)(C)c3ccc(OC)cc3)[C@H]2C)c2cc(N3CCOC3=O)ccc21	3.4	·	·	·	6.9	-3.9	6.4
CCCCOC(=O)c1ccc(NC(=O)C(=O)NCCN(CC)CC)cc1	-0.4	-1.8	3.8	-1.4	-12.4	0.3	-4.1
COc1ccc(NC(=O)NCc2ccc(Cl)cc2)cc1	0.9	1.2	20.3	-10.8	-5.7	-2.9	-13.6
COc1cccc(C(=O)N2C[C@H]3[C@@H](c4ccccc42)[C@@H](CO)N3Cc2ccccc2Cl)c1	2.0	·	-3.6	7.1[16.7 µM]	5.1	·	4.3
COc1ccc(Cl)cc1NC(=O)CN(C)C(=O)c1cc2c(s1)CCC(C)C2 (configuration not stated)	-0.2	3.7	0.6	4.5	3.9	10.1	4.3
c1ccc(Cn2c(CN3CCCC3)nc3ccccc32)cc1	·	-2.2	·	0.2	3.1	·	·
C=Cn1cc[n+](CC(=O)c2cc(C(C)(C)C)c(O)c(C(C)(C)C)c2)c1	1.2	1.6	-22.8	-2.1	16.0	?	10.6
COc1ccc(CC(=O)Nc2ccc3c(c2)C(=O)N(CCC(=O)O)C3=O)cc1	3.0	-4.6	·	-4.0	-16.6	-5.6	16.7
CCOC(=O)c1ccccc1NC(=S)N1CCCCC1	0.9	-1.9	6.8	·	30.2	-2.0	-3.4
Cn1cccc1C(=O)OCC(=O)Nc1ccc2c(c1)OCO2	-0.1	2.9	-3.1	·	-10.1	1.5	-0.9
COc1ccc2c3c([nH]c2c1)[C@@H](CO)N(S(C)(=O)=O)CC31CN(C(=O)Cc2cccnc2)C1	-1.0	-10.6	19.8	·	·	8.0	-7.0
CC(C)C[C@@]12C(=O)N(c3cccc(Cl)c3)C(=O)N1[C@H](c1ccc(Cl)cc1)[C@@H]1C(=O)N(C3CCCCC3)C(=O)[C@@H]12	1.9	4.4	15.5	·	3.6	1.9	2.2
O=C(CSc1nnc(CNC(=O)c2c(F)cccc2F)o1)NCCc1ccccc1	1.7	-9.5	-3.2	3.3	5.8	·	·
COc1cccc(S(=O)(=O)Nc2ccc3c(c2)[C@H]2C[C@H](CC(=O)NCC(F)(F)F)O[C@H](CO)[C@H]2O3)c1	-1.6	-8.8	-1.6	-2.3[16.7 µM]	-2.5	0.3	1.1
Cc1nn(-c2ccccc2)c(Cl)c1/C=N/Nc1nc2ccccc2[nH]1	·	-19.8	-2.1	·	-72.2	4.7	-4.3
C[C@@H]1CN([C@@H](C)CO)S(=O)(=O)c2ccc(C#CC(C)(C)O)cc2O[C@H]1CN(C)Cc1ccc(F)cc1	-3.5	0.1	-5.0	13.0[16.7 µM]	9.8	0.7	28.5
Cc1noc(C)c1NC(=O)Nc1ccc2c(c1)C(=O)N([C@H](C)CO)C[C@H](C)[C@H](CN(C)C(=O)Nc1ccc(C(F)(F)F)cc1)OCCCC[C@H](C)O2	0.9	-10.5	15.5	19.4[16.7 µM]	-6.0	-6.3	-2.8
CCOc1ccc(-c2ccc(SCC(=O)NC3CCCCC3)nn2)cc1	0.8	·	14.7	-3.0	-106.4	8.8	·
CN1C(=O)c2cc(NC(=O)C3CCOCC3)ccc2OC[C@H]2O[C@@H](CC(=O)NCc3ccccc3F)CC[C@H]21	-4.1	-3.8	1.0	-3.8[16.7 µM]	5.8	-0.5	2.1
Oc1ccc(C2=NN(c3ccccc3)C(c3ccc(F)cc3)C2)cc1 (configuration not stated)	1.5	-0.6	-8.2	0.5	5.5	-4.9	-2.6
COc1ccccc1NC(=O)c1c(C)nc2ccccc2c1C(=O)O	-0.5	-6.3	18.5	6.9	-3.4	14.0	3.7
CC(C)(C)OC(=O)N1CCC[C@H]1c1nnc(SCC(=O)Nc2ccc(Br)cc2)o1	0.8	-1.6	-17.0	6.4	0.8	-2.9	4.6
COc1cccc(NC(=O)N(C)C[C@H]2OCc3cn(nn3)CCCC(=O)N([C@@H](C)CO)C[C@H]2C)c1	-0.7	-15.2	-2.5	4.6[16.7 µM]	·	1.5	1.6
Cc1ccn(CCNC(=O)C2CCC(=O)N(Cc3ccc(Cl)cc3)C2)n1 (configuration not stated)	0.3	5.2	2.6	-0.4	-9.5	5.7	·
CCCCCCC(O)(c1ccccc1)C(CN1CCOCC1)c1ccccc1 (configuration not stated)	2.1	-6.7	-34.1	-2.1	12.1	-6.9	16.4
CC1CC(C)CN(C(=O)CNS(=O)(=O)c2cccs2)C1 (configuration not stated)	0.9	5.4	2.1	·	13.2	14.8	0.4
Cn1ccc(C(=O)NC(=S)N2CCSCC2)n1	0.5	9.8	-9.7	·	3.1	10.2	-5.9
CO[C@H]1CN(C)C(=O)c2cc(NC(=O)c3cc(C)on3)ccc2OC[C@@H](C)NC[C@@H]1C	1.5	11.5	8.2	·	-12.6	-6.2	-3.9
CC(=O)NC(Cc1ccc(C(C)C)cc1)C(=O)NC1CCN(C(=O)c2cccc(C)c2)CC1 (configuration not stated)	0.1	-2.5	5.2	4.7	9.3	2.0	12.9
CCCC(=O)NCc1ccc2c(c1)cc(C)n2C	·	1.1	·	-3.4	-3.6	·	·
C[C@H]1CN([C@@H](C)CO)C(=O)c2cc(NC(=O)Nc3ccc4c(c3)OCO4)ccc2O[C@@H]1CN(C)S(=O)(=O)c1cccs1	5.9	9.8	-5.5	-1.0[16.7 µM]	2.9	0.7	-11.0
CN(Cc1ncc[nH]1)C(=O)CC1C(=O)NCCN1Cc1c(F)cccc1Cl (configuration not stated)	2.0	-9.3	7.7	-6.3	0.7	4.9	6.1
Cc1cc(C)c2c(-n3cccc3)c(C(=O)NNS(=O)(=O)c3ccc(Cl)cc3)sc2n1	·	-5.6	0.4	·	12.1	·	·
Cc1oc(-c2ccccc2Cl)nc1CS(=O)CC(=O)NC1CC1 (configuration not stated)	-0.5	-1.8	12.2	-2.8	-6.5	2.3	-0.6
CCn1c(=O)c(C(=O)CN2CCc3ccccc32)c(N)n(Cc2ccccc2)c1=O	-2.0	-12.6	2.2	·	16.8	-3.7	6.0
COc1ccc(C2=NS(=O)(=O)N(C)C(C(=O)NCc3ccccn3)=C2)cc1	2.5	2.7	8.3	-2.4	18.1	18.4	-1.3
CO[C@@H]1CN(C)C(=O)c2cc(NC(=O)C3CC3)ccc2OC[C@H](C)N(Cc2cccc(F)c2)C[C@H]1C	-4.9	1.5	-24.8	·	-1.9	7.3	-5.6
CC(CN1C(C)CCCC1C)OC(=O)c1cccc(Br)c1 (configuration not stated)	0.6	6.1	12.1	-4.9	6.9	-5.5	-0.1
Cc1ccc(N2CC(NC(=O)C3CC3)CC2=O)cc1 (configuration not stated)	0.6	3.5	24.0	·	-0.2	-3.7	-0.3
COc1cccc(OC)c1C(=O)Nc1nc2ccc(S(C)(=O)=O)cc2s1	·	-8.5	·	-5.5	-3.6	·	·
FC(F)(F)c1ccc(Cl)c(NC(=S)N/N=C/c2ccccc2Cl)c1	5.4	-1.5	10.7	14.7	36.9	-5.5	23.6
CC(NC(=O)CCSc1nc(-c2ccc3c(c2)OCO3)cc(C(F)(F)F)n1)c1ccccc1 (configuration not stated)	·	-0.4	·	7.3	13.4	·	·
CCc1ccc(Nc2nnc(SCC(=O)Nc3ccc(C(=O)O)cc3)s2)cc1	3.7	7.9	-6.2	-4.6	-8.4	1.6	2.0

The last 2 records of the section before open the next one.
SMILES	F508del corr	FN deposition inh	GSIS activator	miR122 inh	PAX8 inh HTS	DENV2 CPE rescue	EWS-Fli block
CC(NC(=O)CCSc1nc(-c2ccc3c(c2)OCO3)cc(C(F)(F)F)n1)c1ccccc1 (configuration not stated)	·	-0.4	·	7.3	13.4	·	·
CCc1ccc(Nc2nnc(SCC(=O)Nc3ccc(C(=O)O)cc3)s2)cc1	3.7	7.9	-6.2	-4.6	-8.4	1.6	2.0
CCc1cccc(NS(=O)(=O)c2csc(C(N)=O)c2)c1	-4.4	-0.3	-27.7	83.6	-19.8	-2.3	-4.0
CCCCCNC(=O)C(CCc1ccccc1)n1c(=O)c(-c2cc3ccccc3[nH]2)nc2ccccc21 (configuration not stated)	-3.6	-0.7	-17.8	·	32.0	-1.2	14.1
O=c1c2ccccc2c(C=NCCCN2CCOCC2)c(O)n1Cc1ccc2c(c1)OCO2	-3.7	3.5	14.2	·	2.4	-0.4	-7.6
CC(=O)N1CCN(C(=O)COc2ccc(N(C)S(=O)(=O)c3cccs3)cc2)CC1	1.1	-2.1	0.2	·	15.2	2.8	8.2
